Source: PubChem BioAssay
Dynein cargo inh = dynein cargo transport inhibition; 3617.4 mouse cells, GR-EGFP nuclear translocation imaging; test concentration mostly 20 µM; stimulated with dexamethasone, 1 µM; active compounds read low; z-score, hits read low; 220,000 tested, 0.47% active; AID 1381;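 active means plate z-score of nuclear minus cytoplasmic receptor signal below a set negative limit, without overly bright fluorescence or cell loss, cut at about -3.5 in these data, passing the limit was not always enough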;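 further: z-score of nuclear minus cytoplasmic ring GR-EGFP intensity difference per well; some compounds called inactive have numbers as strong as hits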
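Also added: dexamethasone, 1.0 µM final. Medium: tet-free, stripped-serum medium. Detection: fixed, Hoechst-stained cells imaged at 10x for EGFP. Read-out: nuclear-to-cytoplasmic GR-EGFP distribution per well. Times: induction 48 h, compound 1 h, agonist 30 min.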
Lipid droplet = hepatic lipid droplet formation modulation | 240,000 tested, 0.4% active | AML12 mouse hepatocytes, oleate lipid droplets, BODIPY imaging | inhibition, % at 6.5 µM;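 active means lipid droplet intensity inhibited by at least 50%, with more than 500 cells counted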
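Test system: AML12 hepatocytes (mouse); reagent: oleate loading, 100 µM; dosing: one dose, 6.5 µM compound; incubation: overnight exposure; signal: fluorescence imaging, 20x objective, two fields per well; read-out basis: % inhibition of corrected integrated BODIPY droplet signal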
Autophagy HCS = alters autophagy in cells; calls only at 10 µM (by protocol); 190,000 tested, 0.98% active; MEF GFP-LC3 puncta imaging; test concentration mostly 10 µM; AID 463193;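 active means percentage of spot-positive cells more than 3 SD above its plate mean, without a fluorescence outlier flag or 80% toxicity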;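 further: spot-positive cell cutoff set from DMSO-treated cells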
PhoP inhibition = inhibitors of PhoP regulon expression, primary screen, Salmonella Typhimurium, GFP reporter (AID 1863); S. Typhimurium PhoP-regulated promoter GFP reporter, 4 h; higher % means a stronger effect; one-dose inhibition, % at 50 µM; IC50 in µM for titrated hits; 300,000 tested, 0.16% active;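 active means inhibition over 29.93%, a cutoff 3 SD above the screen mean, later confirmed by dose response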;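 further: 0% = low Mg2+ inducing control and 100% = high Mg2+ repressing control; strong numbers were not always called active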
Insulin prom up = MIN6 insulin promoter up-regulation. MIN6 insulin promoter-GFP reporter, high-content imaging; active compounds read high. z-score at 5 µM. AID 1625. 190,000 tested, 0.3% active;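 active means z-score above 3 at 5 µM with at least 500 cells counted in the well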
T cell modulator = T cell immune modulators affecting CD8 T cell-vesicle binding. 2C CD8+ T cell-vesicle binding, flow cytometry; active compounds read low. calls only at 7 µM. 330,000 tested, 0.068% active;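 active means response, share of CD8 T cells binding vesicles, and their 90th percentile fluorescence all below set limits, cut at about 80% in these data, passing the limit was not always enough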
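Benchmarks: naked versus QL9-loaded vesicles / Assay system: purified 2C TCR transgenic mouse naive CD8+ T cells / Technique: high-throughput flow cytometry with anti-B7-1 and anti-CD8 staining / Timing: Cell–vesicle co-incubation 1.5 h at 37 °C, staining 20 min on ice / Read-out: percent CD8+ FL2 mean versus row control / Probe or stimulus: QL9-loaded Drosophila micro-vesicles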
CSM14.1 death rescue = protection against thapsigargin-triggered cell killing – 384-well, CSM14.1, ATP luminescence, primary screen (AID 1222). cellular ATP content (survival), % at 20 µM, or EC50 in µM where a hit was titrated. CSM14.1 thapsigargin-induced death rescue, ATP luminescence; higher % means a stronger effect. 190,000 tested, under 10 active;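 active means EC50 below 50 µM in the dose-response confirmation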;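 further: death triggered by thapsigargin at about 15 µM added after 2 h compound pretreatment; cell ATP read after overnight thapsigargin exposure of roughly 18 to 22 hours; normalized against plate controls of thapsigargin alone and 5% DMSO vehicle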
b-catenin transl = alters nuclear translocation of beta-catenin in HeLa cells; 190,000 tested, 0.3% active; immunofluorescence imaging; nuclear translocation activity, % at 5 µM; AID 1665;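 active means nuclear translocation activity above 50% at 5 µM, with a well cell count of 50 or more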;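 further: per-cell ratio of nuclear to cytoplasmic median beta-catenin stain intensity; plate controls were DMSO negative control for no effect and GSK-3 inhibitor IX positive control for full effect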
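Technique: fluorescence imaging of beta-catenin antibody stain plus DAPI / Material: human HeLa cell line / Incubation: compound treatment 24 h, 37°C, 5% CO2 / Read-out basis: % activation of per-cell nuclear versus cytoplasmic median beta-catenin signal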
MT stabilizer = microtubule stabilizers in HeLa cells; 200,000 tested, 0.83% active; HeLa tubulin immunostaining HCS, 24 h; share of cells brighter than vehicle mean+2SD; % tubulin-high responders, % at 10 µM; AID 2205;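 active means plate Z-score above 3 for both tubulin-high and condensed-nucleus cell shares, with cell loss under 80%, at 10 µM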;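 further: anti alpha tubulin signal scored within the nucleus-defined area of each cell; some results filed as inactive read as strong as hits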
Dynein cargo inh cytoplasmic EGFP = recorded beside Dynein cargo inh, whose call it bears; z-score; measured here: cytoplasmic GR-EGFP intensity; active compounds read high
Dynein cargo inh nuclear GR-EGFP = further read-out of Dynein cargo inh, marked with its call; z-score; measured here: nuclear GR-EGFP intensity;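 lower value marks the stronger effect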
Dynein cargo inh cell count = recorded beside Dynein cargo inh, whose call it bears; z-score; measured here: cell count per field
Insulin prom up cell count = further read-out of Insulin prom up, marked with its call; cell count; measured here: cytotoxicity, nuclei count;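 total cells summed across four imaged fields per well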
Lipid droplet cells 6.5 µM = recorded beside Lipid droplet, whose call it bears; cell count; measured here: cell count, cytotoxicity flag;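 cells counted across two imaged fields per well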
b-catenin transl cell count 5 µM = second read-out of b-catenin transl, no call of its own (marks repeat the call); cell count; measured here: cell count, cytotoxicity flag
T cell modulator vesicle-bound % = recorded beside T cell modulator, whose call it bears; double positive events, %; measured here: CD8+ vesicle-bound cell fraction;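 binding gate set so that unloaded-vesicle control wells show 10% double positive cells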
MT stabilizer Hoechst-high % = recorded beside MT stabilizer, whose call it bears; % Hoechst-high responders; measured here: nuclear condensation Hoechst responders;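 share of cells brighter than vehicle mean plus two SD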
MT stabilizer cytotoxicity % = also measured in MT stabilizer; calls as there; toxicity, %; measured here: cytotoxicity by cell density;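 0% = mean cell density of plate MIN control wells and 100% = no cells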
Autophagy HCS cell loss 18 h = also measured in Autophagy HCS; calls as there; toxicity, %; measured here: cell loss, nuclei count;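 cell loss after 18 h compound exposure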
Starred values were filed as active, the others as inactive; i = inactive; . = no result given; + = active, no number.

SMILES	Dynein cargo inh	Dynein cargo inh cytoplasmic EGFP	Dynein cargo inh nuclear GR-EGFP	Dynein cargo inh cell count	Lipid droplet	Lipid droplet cells 6.5 µM	Autophagy HCS	Autophagy HCS cell loss 18 h	PhoP inhibition	Insulin prom up	Insulin prom up cell count	T cell modulator	T cell modulator vesicle-bound %	CSM14.1 death rescue	b-catenin transl	b-catenin transl cell count 5 µM	MT stabilizer	MT stabilizer Hoechst-high %	MT stabilizer cytotoxicity %
CCc1ccc(N(C(=O)CNC(=O)c2ccco2)C(C(=O)NCC2CCCO2)c2ccccc2)cc1 (stereo unspecified)	-0.13	-0.37	-0.57	0.53	-3	597	i	-14	7%	-0.2	1429	i	37	2.2%	1.4	1480	2.1	2.0	3.8
C=CCc1ccccc1OCC(=O)OCCNC(=O)c1cccnc1	-0.083	-0.3	-0.45	-0.11	.	.	i	11	-22%	-0.15	1605	i	10	0.5%	-2.8	1073	4.1	2.9	7.2
CCC(C)[C@H]1CN=C(N)N1CCCc1cc(OC)c(OC)c(OC)c1 (stereo partly specified)	0.58	-0.83	0.21	0.12	36	716	.	.	2%	0.89	975	i	40	.	1.5	1383	.	.	.
Cc1ccc(Nc2c(-c3cccnc3)nc3ccc(Br)cn23)cc1	0.32	-0.35	-0.028	-0.69	21	729	+	35*	-11%	-0.76	1270	i	28	-3.5%	-0.5	1115	1.3	2.1	7.2
Cc1nc(CS(=O)(=O)c2ccccn2)sc1C(=O)NNC(=O)c1c(F)cccc1Cl	-0.9	-0.14	-0.12	0.53	-1	749	.	.	-8%	-0.05	1121	i	56	.	0.6	1310	.	.	.
CCOc1ccccc1N1CCN(S(=O)(=O)c2cccs2)CC1	0.32	-0.2	0.56	-0.14	21	634	i	-7	-3%	0.04	1852	i	30	-1.5%	-1.0	1082	2.7	2.9	5.9
c1ccc(Cn2c(NCc3ccco3)nc3ccccc32)cc1	-0.53	-0.21	-0.14	0.059	-19	626	i	3	-2%	0.58	1825	i	29	-2.5%	-1.7	1076	5.7	2.1	7.7
CC(Cl)C(=O)Nc1ccccc1C#N (stereo unspecified)	1	-0.15	0.54	-0.89	-2	625	i	0	14%	-0.23	1519	i	53	-2.3%	-1.0	1024	2.8	2.5	0.8
Cc1cnc(C(=O)Nc2ccc(N3CCCCC3)cc2)cn1	-0.16	-0.3	0.073	-0.074	-18	688	i	0	4%	-0.17	1218	i	5	-1.4%	-0.2	1133	3.1	1.9	1.4
Cc1ccc(NC2=Nc3ccccc3CS2)cc1	-0.18	-0.18	-0.27	0.35	.	.	i	-7	6%	0.26	1423	i	5	-4.3%	5.7	1393	1.4	1.6	13
O=C(O)CN1CCCC1=Nc1ccccc1	1.6	-0.27	0.98	-0.42	3	791	i	7	-1%	0.62	924	i	38	-1.1%	3.5	935	1.3	1.4	8.8
Cc1ccc[n+](/C(=C\C(=C=[N-])C#N)C(=O)c2ccc(Cl)cc2)c1	-0.64	-0.28	-0.33	0.63	10	733	i	-10	-2%	0.37	1627	i	42	-0.3%	-0.6	1560	4.8	3.1	4.0
Cc1cc2cc(CNC(=O)c3ccc(S(=O)(=O)N4CCOCC4)cc3)ccc2[nH]1	-1.6	-0.59	-0.68	1.1	1	669	.	.	-4%	0.56	981	i	42	.	-1.7	1155	.	.	.
COc1cccc(CN(C)CC(=O)Nc2ccccc2C(=O)Nc2ccccc2)c1OC	-1.3	-0.31	-0.0026	0.89	0	746	i	-4	-6%	0.62	1144	i	48	-0.9%	-0.3	1126	2.0	2.4	7.6
COc1ccccc1C(=O)NNC(=S)NC(=O)c1sc2ccccc2c1Cl	-0.066	-0.24	-0.19	0.017	9	645	i	-11	-22%	-0.59	1238	i	43	-2.6%	2.9	1271	4.4	1.8	4.5
CC(C)(C)c1ccc(Oc2ccc(N)cn2)cc1	0.68	-0.26	0.098	0.18	-10	664	.	.	-14%	1.1	1287	i	25	.	2.3	1249	.	.	.
Cc1ccc(N2CCN(c3ccc(C)cc3)C2c2cccnc2)cc1	-0.064	-0.17	0.29	0.14	3	777	i	38	3%	.	.	i	39	-1.0%	3.3	1059	1.5	0.7	4.4
CNC(=O)[C@@H]1C[C@H]1[C@@H](NC(=O)OCc1ccccc1)c1ccccc1	-0.41	-0.27	0.1	0.54	11	763	i	-18	-1%	1.1	1087	i	9	7.0%	-3.7	584	3.3	2.7	11
Cc1nnc(SCC(=O)Nc2ccccc2)[nH]c1=O	-0.25	-0.26	-0.00064	0.82	0	746	i	4	25%	1.2	788	i	22	1.4%	3.5	1024	2.0	2.0	9.6
O=C1CS/C(=N/N=C\c2ccn[nH]2)N1	-0.1	-0.28	0.41	1.2	0	736	.	.	-1%	0.53	980	i	33	.	1.1	1197	.	.	.
O=C(O)CCNC(=O)c1ccc(Br)o1	-0.67	-0.22	0.013	1.1	.	.	i	18	-14%	0.58	1473	i	40	-0.5%	-2.3	725	4.3	2.7	8.2
O=C(CCN1CCCCC1)NCNC(=O)CCN1CCCCC1	0.57	-0.3	0.27	-0.45	0	622	i	28	-7%	-0.23	1912	i	30	-3.1%	-1.9	1076	3.3	2.8	5.0
S=C1NCN(Cc2cccnc2)CN1c1cccc(Cl)c1	-0.027	-0.19	-0.19	0.13	-18	695	.	.	-11%	.	.	i	11	.	-4.2	1270	.	.	.
COCCNc1ncnc2nc[nH]c12	-0.65	-0.1	0.19	0.31	.	.	i	-8	6%	-0.16	1627	i	46	0.1%	-3.0	1414	1.6	5.7	12
O=C(COC(=O)c1cc(=O)[nH]c2ccccc12)NCc1cccs1	-0.54	-0.29	-0.31	0.86	21	733	.	.	-4%	-0.04	1447	i	56	.	-3.6	1184	.	.	.
COC(=O)c1ccccc1NC(=O)COc1ccccc1[N+](=O)[O-]	-0.84	-0.28	-0.36	0.8	-27	731	i	12	-3%	.	.	i	57	-1.5%	.	.	1.4	1.8	11
Cc1[nH]c2ccccc2c1/C=N/NC(=O)CNC(=O)COc1ccccc1	-0.78	-0.092	-0.3	1.1	-13	761	i	-1	-7%	.	.	i	44	-2.4%	0.6	361	1.8	2.2	8.9
COc1cccc(N2CCN(C(=O)CN(C)S(=O)(=O)c3ccc4c(c3)c(=O)n(C)c(=O)n4C)CC2)c1	0.75	-0.22	0.68	-0.81	11	701	i	1	4%	-0.33	1176	i	48	4.9%	0.4	1086	5.7	1.7	4.9
CC1CN(c2c3c(nc4ncnn24)CCCC3)CC(C)O1 (stereo unspecified)	-0.21	-0.18	0.49	-1.3	3	650	i	-19	1%	0.43	1224	i	44	-2.0%	.	.	1.6	1.5	5.9
CC(C)c1nc(SCC(=O)Nc2nc3c(s2)CCCC3)c2ccccc2n1	-0.72	-0.19	-0.48	0.089	33	596	i	11	-8%	0.48	1940	i	57	-3.2%	-3.6	1107	1.8	0.9	2.8

The list goes on, starting with the last 2 of the part before.
SMILES	Dynein cargo inh	Dynein cargo inh cytoplasmic EGFP	Dynein cargo inh nuclear GR-EGFP	Dynein cargo inh cell count	Lipid droplet	Lipid droplet cells 6.5 µM	Autophagy HCS	Autophagy HCS cell loss 18 h	PhoP inhibition	Insulin prom up	Insulin prom up cell count	T cell modulator	T cell modulator vesicle-bound %	CSM14.1 death rescue	b-catenin transl	b-catenin transl cell count 5 µM	MT stabilizer	MT stabilizer Hoechst-high %	MT stabilizer cytotoxicity %
CC1CN(c2c3c(nc4ncnn24)CCCC3)CC(C)O1 (stereo unspecified)	-0.21	-0.18	0.49	-1.3	3	650	i	-19	1%	0.43	1224	i	44	-2.0%	.	.	1.6	1.5	5.9
CC(C)c1nc(SCC(=O)Nc2nc3c(s2)CCCC3)c2ccccc2n1	-0.72	-0.19	-0.48	0.089	33	596	i	11	-8%	0.48	1940	i	57	-3.2%	-3.6	1107	1.8	0.9	2.8
Clc1ccccc1-c1nn2c(-c3ccncc3)nnc2s1	0.056	-0.18	-0.03	0.3	-3	707	i	9	-4%	0.51	1241	i	16	.	-0.3	945	2.5	2.3	2.9
O=c1cc(N2CCC3(CC2)OCCO3)[nH]c(=O)n1C1CCCCC1	-1.5	-0.25	-0.79	1.8	.	.	i	-7	-9%	.	.	i	38	0.6%	-4.4	886	3.0	2.7	7.8
O=C(O)CC/C(=N\Nc1ccc(S(=O)(=O)N2CCOCC2)cc1[N+](=O)[O-])c1cccs1	-0.33	2	-0.066	-0.75	6	692	.	.	1%	-0.5	1102	i	22	.	0.6	1306	.	.	.
Cc1nnc(NC(=O)CSCc2ccccc2)s1	-0.27	-0.34	-0.17	1.1	15	650	i	5	10%	-0.42	1789	i	21	-0.6%	-0.2	1103	5.8	4.5	7.8
COC(=O)CC(c1ccc(OC)c(OC)c1)c1ccc(OC)c(OC)c1	-0.58	-0.27	0.37	0.12	-4	629	i	8	6%	0.25	1371	i	27	-0.9%	0.4	1415	5.9	0.8	20
COc1ccc(S(=O)(=O)N2CCN(C(=O)c3cc(C)oc3C)CC2)cc1	-0.02	-0.29	-0.23	0.03	-8	628	i	28	-2%	-0.27	1611	i	26	-0.4%	-4.0	1090	3.1	1.9	9.2
